DDE Tn7 FP inh: inhibitors of Tn7 peptide binding to fibrin DD(E), primary screen, biochemical, fluorescence polarization, human fibrin, Tn7 probe; FP displacement of FITC-Tn7 peptide from fibrin DD(E); 0% = median of compound wells per plate; hit rate 0.13% among 370,000; AID 720508, 2013; inhibition, % at 8.3 µM;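 active = inhibition above the mean of compounds falling within the control limits plus 3 SD of them, cut at about 14% in these data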;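 note: 0% = plate median of compound wells and 100% = 10 µM Aha-Tn7 peptide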
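Also added: labelled Tn7 tracer, 0.1 µM; Assay system: human fibrin DD(E) protein; Amount: 2 µM fibrin DD(E); Schedule: 10 min compound pre-incubation, 3 h probe incubation at room temperature; Repeats: one replicate per compound; Read-out basis: percent inhibition; Measured by: fluorescence polarization of the labelled Tn7 tracer.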
LEDGF integ inh: blockers of LEDGF/p75-dependent integrase strand transfer – biochemical, TR-FRET, high throughput, primary screen | HIV-1 integrase (with human LEDGF/p75) | hit rate 0.64% among 370,000 | inhibition, % at 3.7 µM | TR-FRET IN-LEDGF/p75 DNA integration, Eu/Cy5 | AID 743269, 2014;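 active = inhibition above the screen-wide mean plus 3 SD, cut at about 13% in these data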;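 note: signal is the Cy5 over europium emission ratio at 671 and 618 nm; 0% = plate median of compound wells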
TDP2 absorb: human TDP2 enzyme inhibitors, primary screen, biochemical, epi absorbance, recombinant enzyme | Tyrosyl-DNA phosphodiesterase 2 (Homo sapiens), O95551 | T5PNP hydrolysis, p-nitrophenol absorbance 415 nm | inhibition, % at 12.8 µM | hit rate 0.34% among 370,000;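 active = inhibition above the mean of all tested compounds plus 3 SD, set per campaign, cut at about 25% in these data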;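 note: 0% = DMSO with enzyme and 100% = buffer with substrate but no TDP2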
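Assay system: Recombinant human TDP2 | Quantity: 120 nM TDP2 per well | Incubation: 2 h at 37 °C | Signal: Epi absorbance | Evaluation: Percent inhibition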
SIAE primary: human SIAE inhibitors, primary screen, biochemical, fluorescence polarization, FP-Rh probe, 1536-well HTS. Sialate O-acetylesterase (Homo sapiens), Q9HAT2. SIAE FP-Rh probe binding. inhibition, % at 9.66 µM. hit rate 0.69% among 370,000. AID 1053197, 2014;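 active = inhibition above a cutoff: mean of compounds within the control limits plus 3 SD of those, cut at about 17% in these data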;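 note: 0% = plate median of compound wells and 100% = probe without SIAE protein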
HTRA1 inh: HTRA1 serine protease inhibitors, primary screen, biochemical, fluorescence polarization, HTS; hit rate 0.5% among 340,000; recombinant HTRA1, FP-rhodamine activity-based probe; inhibition, % at 5.96 µM; in the data active = inhibition above about 36%;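 note: 0% = enzyme with DMSO and 100% = wells lacking enzyme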
UHRF1 binding: UHRF1 methylated DNA binding inhibitors, primary screen, counter-screen for MBD2 inhibitor project, biochemical, TR-FRET, human UHRF1, single concentration. UHRF1 binding to methylated oligo. E3 ubiquitin-protein ligase UHRF1 (Homo sapiens), Q96T88. inhibition, % at 4.4 µM. hit rate 0.75% among 370,000; in the data active = inhibition above about 21%;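 note: UHRF1 SRA domain binding a hemimethylated CpG hairpin DNA probe; 0% = median of test compound wells and 100% = reference inhibitor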
Target sequence (Q96T88 whole entry, looked up, the tested form may be a part): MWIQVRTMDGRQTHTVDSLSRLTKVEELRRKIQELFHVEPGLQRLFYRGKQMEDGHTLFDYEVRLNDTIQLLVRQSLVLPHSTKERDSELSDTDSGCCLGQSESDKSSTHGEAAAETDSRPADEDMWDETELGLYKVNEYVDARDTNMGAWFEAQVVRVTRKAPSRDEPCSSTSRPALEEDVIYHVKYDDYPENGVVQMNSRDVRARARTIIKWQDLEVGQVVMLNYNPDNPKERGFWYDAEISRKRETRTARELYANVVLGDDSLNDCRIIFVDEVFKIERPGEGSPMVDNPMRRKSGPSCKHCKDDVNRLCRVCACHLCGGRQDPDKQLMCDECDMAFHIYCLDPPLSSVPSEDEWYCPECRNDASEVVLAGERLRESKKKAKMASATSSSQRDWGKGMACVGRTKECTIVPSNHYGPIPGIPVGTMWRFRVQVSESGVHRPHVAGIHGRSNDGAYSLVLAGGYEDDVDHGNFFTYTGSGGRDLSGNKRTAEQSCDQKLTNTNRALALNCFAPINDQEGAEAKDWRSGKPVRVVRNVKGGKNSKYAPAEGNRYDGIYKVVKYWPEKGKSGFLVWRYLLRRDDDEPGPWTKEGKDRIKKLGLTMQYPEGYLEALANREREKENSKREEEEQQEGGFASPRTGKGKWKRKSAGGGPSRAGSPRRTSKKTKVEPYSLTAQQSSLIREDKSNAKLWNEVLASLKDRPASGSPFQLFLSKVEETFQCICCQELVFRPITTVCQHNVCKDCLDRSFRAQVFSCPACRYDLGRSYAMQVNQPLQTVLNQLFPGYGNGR
PRMT1 inh: PRMT1 methyltransferase inhibitors, primary screen, biochemical, fluorescence polarization; Protein arginine N-methyltransferase 1 (Homo sapiens), Q99873; recombinant PRMT1, activity-based probe fluorescence polarization; inhibition, % at 2.79 µM; hit rate 1.3% among 370,000; AID 652257, 2013;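 active = inhibition above about 21% made by adding two undisclosed values, limit read from the data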
TCR CD3 inh: inhibitors of human TCR-CD3 interaction, primary screen, biochemical, fluorescence, TAMRA-labeled TCR probe; T-cell receptor (TCR); inhibition, % at 9.4 µM; hit rate 0.37% among 360,000; in the data active = inhibition above about 19%;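 note: recombinant mutant TCR 2C K166C tagged with TAMRA read by polarization; 0% = receptor in buffer alone and 100% = receptor with positive control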
mABHD4 FP: ABHD4 inhibitors, primary screen, biochemical, fluorescence polarization, mouse. (Lyso)-N-acylphosphatidylethanolamine lipase (Mus musculus), Q8VD66. hit rate 0.54% among 370,000. inhibition, % at 8.92 µM. purified mABHD4, FP-Rh probe fluorescence polarization. AID 720543, 2013;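 active = inhibition exceeding the mean over every tested compound plus 3 SD, cut at about 30% in these data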;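 note: 0% = plate median of compound wells and 100% = S159A mutant with DMSO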
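Material: mouse ABHD4 enzyme, wild type; Benchmarks: S159A mutant high control, sample median low control; Buffer or medium: HEPES pH 7.0, NaCl, Pluronic buffer; Signal: fluorescence polarization; Read-out: percent inhibition of probe binding, normalized to plate controls; Timing: pre-incubation 45 min, probe exposure 60 min, at 25 °C; Dosing: 8.92 µM, single dose.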
PG9 Ab binder: binders of HIV-1 gp120 antibody PG9, primary screen, biochemical, TR-FRET | HIV-1 gp120 / PG9 antibody interaction | TR-FRET gp120-PG9 antibody binding | inhibition, % at 6.7 µM | hit rate 0.43% among 360,000; in the data active = inhibition above about 8.5%
Active calls of the source: *; / = not tested or not shown.

SMILES	DDE Tn7 FP inh	LEDGF integ inh	TDP2 absorb	SIAE primary	HTRA1 inh	UHRF1 binding	PRMT1 inh	TCR CD3 inh	mABHD4 FP	PG9 Ab binder
C=CCC1(C(=O)N(C)Cc2ccccc2)CCN(C(=O)OC(C)(C)C)CC1	-3	0	-7	1	-2	-3	-3	2	6	0.2
CC(C)C(NC(=O)c1ccc(Cl)c([N+](=O)[O-])c1)C(=O)NCc1ccccn1 (centres undefined)	4	-2	-8	-8	2	-2	2	7	2	0.7
CSc1nsc(SCC(=O)Nc2ccc(F)cc2F)n1	-4	0	15	7	3	1	1	7	-4	-2.9
CCn1ccnc1CN(C)Cc1cn(C)nc1-c1ccccc1F	0	-1	-1	-3	2	1	-1	-3	-1	0.3
CCOC(=O)c1cc(NC(=O)Nc2nccs2)c(C)nc1C	-2	-3	-4	-6	-4	-4	-2	3	2	1.8
Cc1ccc(-c2nc3ccccc3c(=O)n2CCCN2CCOCC2)cc1	0	3	2	5	1	12	-2	0	-3	2.2
Cc1ccccc1Sc1ccc(N)cn1	-2	0	-6	6	/	0	-2	8	-3	0.0
Cc1ccc(S(=O)(=O)N2CCN(C(=O)/C=C/c3ccco3)CC2)cc1	5	6	2	-4	-1	3	5	-1	3	-3.9
COC(CNC(=O)C1CCN(C(=O)c2cc3oc(C)cc3n2Cc2c(F)cccc2Cl)CC1)OC	-6	2	-8	0	6	-1	2	5	1	-1.2
CCCn1cnc2c(N)c(C)c(C)cc21	3	0	4	-3	7	-2	-2	5	3	-3.9
COc1cc(S(=O)(=O)N2CCN(c3ccccc3)CC2)ccc1F	-1	2	7	-1	2	-1	-2	5	-2	-0.3
Cc1cc(C)c(S(=O)(=O)c2ccccc2C)c(OCCO)n1	-1	-2	-5	4	6	0	-2	3	-1	-1.1
COC(=O)CCN(C(=O)c1ccc2c(c1)OCO2)c1ccccn1	5	-3	-9	6	-4	15	-1	1	1	-1.0
O=C(COc1ccccc1)Nc1nccs1	-11	-1	-12	-6	5	4	4	-2	5	-0.9
Cc1ccc(NC(=O)CC2SC3=NCCCN3C2=O)c(C)c1 (centres undefined)	5	-5	-4	2	-4	-1	44*	2	3	0.2
COc1cccc(S(=O)(=O)N(C)C[C@@H]2OCc3cn(nn3)CCCC(=O)N([C@@H](C)CO)C[C@H]2C)c1	-6	0	4	1	-2	0	-4	-8	-3	-1.0
O=C(NC(=S)NC1CCCCCC1)c1cncc(Br)c1	4	0	-4	-2	-7	3	2	-2	-8	1.1
Fc1cccc(Cl)c1CSc1ccc(-c2ccco2)nn1	2	4	-11	-2	-12	1	5	-4	-6	1.6
Cn1cnc(S(=O)(=O)Nc2ccc3c(c2)OCCO3)c1	0	1	-5	-1	/	-1	-5	8	5	-4.6
Cc1ccc(C(=O)NCCN2CCOCC2)cc1S(=O)(=O)N1CCCCC1	-1	-1	13	0	-3	2	-3	-2	-6	0.5
COC(=O)C(C)Sc1ccc2nnc(-c3cccc(F)c3)n2n1 (centres undefined)	1	2	-6	25*	0	3	4	-11	-4	0.9
O=C1CC2(CCOCC2)Oc2ccc3ccccc3c21	4	-2	-10	-2	-2	3	5	-5	-11	0.7
O=c1[nH]c(CN2CCN(c3ccccn3)CC2)nc2c(Br)cc(Br)cc12	-5	0	13	-4	-7	1	-1	-1	-3	-0.2
CCS(=O)(=O)N1Cc2ccccc2CC1C(=O)Nc1ncc(C)s1 (centres undefined)	-8	0	-2	-2	-5	0	1	-3	0	0.8
CCCc1cc(=O)[nH]c(SCC(=O)c2ccc3c(c2)NC(=O)CO3)n1	-2	3	-19	-7	-1	2	3	7	-12	-0.1

Record cards (already shown).
`CCn1ccnc1CN(C)Cc1cn(C)nc1-c1ccccc1F` in the list: DDE Tn7 FP inh: 0; LEDGF integ inh: -1; TDP2 absorb: -1; SIAE primary: -3; HTRA1 inh: 2; UHRF1 binding: 1; PRMT1 inh: -1; TCR CD3 inh: -3; mABHD4 FP: -1; PG9 Ab binder: 0.3
`Fc1cccc(Cl)c1CSc1ccc(-c2ccco2)nn1` in the list: DDE Tn7 FP inh: 2; LEDGF integ inh: 4; TDP2 absorb: -11; SIAE primary: -2; HTRA1 inh: -12; UHRF1 binding: 1; PRMT1 inh: 5; TCR CD3 inh: -4; mABHD4 FP: -6; PG9 Ab binder: 1.6

(cont.)
SMILES	DDE Tn7 FP inh	LEDGF integ inh	TDP2 absorb	SIAE primary	HTRA1 inh	UHRF1 binding	PRMT1 inh	TCR CD3 inh	mABHD4 FP	PG9 Ab binder
O=C(NNC1=NCCCCC1)Nc1ccc(Cl)cc1	-3	-2	14	-1	7	-1	-1	2	2	0.2
O=C(Cc1ccccc1[N+](=O)[O-])NCc1ccccc1Cl	-1	-1	0	2	4	2	1	2	-1	1.9
O=C(NCc1ccccc1)C1CCCN(c2nc3ccsc3c(=O)s2)C1 (centres undefined)	-3	-1	13	-5	-5	1	-3	3	-2	-5.5
COC(=O)c1ccc2nc(-c3ccccc3)c(Cc3cccc(Cl)c3)n2c1	4	-1	5	-10	/	15	5	2	-18	-0.1
COc1ccccc1C(=O)N/N=C(\C)c1cccnc1	-6	-3	4	-1	3	0	-1	-3	3	-2.0
Oc1ccccc1C1=NOC(O)(C(F)F)C1 (centres undefined)	7	-1	9	1	7	-3	3	7	-4	1.9
CCc1nc2ccc(C(=O)NCc3ccc4c(c3)OCO4)cn2c1N(CCC(C)C)CCN(C)C	6	-2	5	2	/	1	-3	1	4	-1.5
CCCNC(=O)COC(=O)c1ccccc1C(=O)N(C)C1CCCCC1	-2	1	5	0	3	10	-1	-4	-1	-2.4
Cc1ccc([N+](=O)[O-])c2c1C(N1CCCC1)C(C)(C)O2 (centres undefined)	-5	5	5	4	-5	-1	3	-8	-4	-1.3
Cn1nnnc1NCc1ccc(Cl)c(Cl)c1	-4	-1	1	-6	3	-3	-2	9	1	-0.2
CCNC(=S)Nc1ccc2c(c1)c(=O)n(C)n2CC=C(C)C	3	-3	0	-3	/	0	15	2	-5	0.6
CCOC(=O)c1cnc2c(-c3cccc(Br)c3)cnn2c1C	0	0	-6	-2	-2	0	0	-7	5	-0.8
COc1ccc(-n2c(C)cc(C(=O)CSc3nnc(-c4ccoc4C)n3C)c2C)cc1	1	2	5	1	-3	-1	4	-3	-9	-1.8
CC[C@]12c3[nH]c4ccc(OC)cc4c3CCN1C(=O)C(CC(=O)NCc1ccco1)C[C@@H]2C(=O)N1CCN(C(=O)c2ccco2)CC1 (some centres undefined)	2	-2	-2	-2	7	-1	0	3	4	0.8
COc1ccc(C(=S)N2CCOCC2)cc1OC(=O)c1ccccc1Cl	-3	-7	-23	-4	-6	5	17	-7	-10	-1.2
CCOC(=O)N/N=C/C(Cl)=C/c1ccccc1	5	-6	-4	-2	4	0	3	-9	1	-2.4
Cc1ccc(C)c(NS(=O)(=O)c2c(C)nn(C)c2C)c1	6	-3	-4	0	0	3	1	0	0	1.7
Clc1ccc(Oc2nc3c(Cl)cccc3s2)cc1Cl	0	4	6	4	-2	-4	-5	-1	0	-1.4
N#C/C(=C/Nc1ccccc1)c1ccsc1	3	0	-4	4	-1	-1	1	-1	3	-1.5
OCCNCCOc1ccccc1-c1ccccc1	7	-3	8	2	-3	1	-1	2	1	1.6
CCOC(=O)C1=C(CN2CCSCC2)NC(=O)NC1c1ccc2c(c1)OCO2 (centres undefined)	-2	2	10	0	-2	-4	-1	1	-1	0.1
CCN1CCN(CC(O)COc2ccc3c(c2)CCC3)CC1 (centres undefined)	2	-7	-11	2	1	7	6	-5	4	-1.5
Cc1cc(C)nc(-n2nc(C)c3c(C(F)F)cc(C)nc32)n1	1	-1	1	6	12	-1	0	2	5	0.9
CSCCC(NC(=O)c1ccccc1Br)C(=O)NC(C)CCc1ccccc1 (centres undefined)	4	-4	3	4	2	0	-3	6	-2	-2.1
CCOC(=O)c1ccc(CNC(=O)c2cc(COc3ccccc3SC)on2)o1	-6	2	2	-4	-16	-2	2	7	-13	-0.6

Rewritten with values under each structure: entries from further up.
Values run as follows: DDE Tn7 FP inh | LEDGF integ inh | TDP2 absorb | SIAE primary | HTRA1 inh | UHRF1 binding | PRMT1 inh | TCR CD3 inh | mABHD4 FP | PG9 Ab binder
- CCOC(=O)c1ccc(CNC(=O)c2cc(COc3ccccc3SC)on2)o1
    -6 | 2 | 2 | -4 | -16 | -2 | 2 | 7 | -13 | -0.6
- COc1ccccc1C(=O)N/N=C(\C)c1cccnc1
    -6 | -3 | 4 | -1 | 3 | 0 | -1 | -3 | 3 | -2.0
- CCNC(=S)Nc1ccc2c(c1)c(=O)n(C)n2CC=C(C)C
    3 | -3 | 0 | -3 | / | 0 | 15 | 2 | -5 | 0.6
- CCN1CCN(CC(O)COc2ccc3c(c2)CCC3)CC1 (centres undefined)
    2 | -7 | -11 | 2 | 1 | 7 | 6 | -5 | 4 | -1.5
- CCc1nc2ccc(C(=O)NCc3ccc4c(c3)OCO4)cn2c1N(CCC(C)C)CCN(C)C
    6 | -2 | 5 | 2 | / | 1 | -3 | 1 | 4 | -1.5
